Screening data: PubChem, National Center for Advancing Translational Sciences (NCATS)
FEN1 inh = inhibitors of human flap endonuclease 1; 390,000 compounds, 0.35% hits; P39748; Recombinant FEN1 flap cleavage, fluorescence, 15 min; Potency, µM (highest dose often 114 µM), for the others: at the highest dose activity change, negative = inhibition, most hits filed as inhibitors; also: nearly all actives have a fitted effect of over 65% in size
Target sequence (P39748 whole entry, looked up): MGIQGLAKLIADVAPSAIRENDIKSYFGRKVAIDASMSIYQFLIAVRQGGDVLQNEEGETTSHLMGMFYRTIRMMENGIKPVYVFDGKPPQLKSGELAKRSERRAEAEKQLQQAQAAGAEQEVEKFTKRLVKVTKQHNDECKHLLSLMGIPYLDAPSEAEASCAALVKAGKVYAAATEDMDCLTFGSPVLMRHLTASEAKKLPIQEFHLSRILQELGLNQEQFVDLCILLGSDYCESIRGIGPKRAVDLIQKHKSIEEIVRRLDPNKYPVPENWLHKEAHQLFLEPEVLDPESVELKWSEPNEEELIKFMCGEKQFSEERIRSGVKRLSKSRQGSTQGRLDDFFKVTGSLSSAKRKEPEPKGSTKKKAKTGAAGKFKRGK
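Potency values derive from four-parameter Hill fits of normalized qHTS data. The reaction used 10 nM FEN1 preincubated 15 min at room temperature with compound, then 50 nM DNA substrate, read at 0 and 15 min.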
TDP1 inh = TDP1 (human) enzyme inhibition | Potency, µM (series often up to 130 µM), inactives show at the highest dose activity change, negative = inhibition, actives largely listed as inhibitors | 350,000 compounds, 0.28% hits | AID 485290 | recombinant TDP1, AlphaScreen DNA substrate cleavage | Q9NUW8; also: nearly all actives have a fitted effect of over 40% in size
Target sequence (Q9NUW8 whole entry, looked up): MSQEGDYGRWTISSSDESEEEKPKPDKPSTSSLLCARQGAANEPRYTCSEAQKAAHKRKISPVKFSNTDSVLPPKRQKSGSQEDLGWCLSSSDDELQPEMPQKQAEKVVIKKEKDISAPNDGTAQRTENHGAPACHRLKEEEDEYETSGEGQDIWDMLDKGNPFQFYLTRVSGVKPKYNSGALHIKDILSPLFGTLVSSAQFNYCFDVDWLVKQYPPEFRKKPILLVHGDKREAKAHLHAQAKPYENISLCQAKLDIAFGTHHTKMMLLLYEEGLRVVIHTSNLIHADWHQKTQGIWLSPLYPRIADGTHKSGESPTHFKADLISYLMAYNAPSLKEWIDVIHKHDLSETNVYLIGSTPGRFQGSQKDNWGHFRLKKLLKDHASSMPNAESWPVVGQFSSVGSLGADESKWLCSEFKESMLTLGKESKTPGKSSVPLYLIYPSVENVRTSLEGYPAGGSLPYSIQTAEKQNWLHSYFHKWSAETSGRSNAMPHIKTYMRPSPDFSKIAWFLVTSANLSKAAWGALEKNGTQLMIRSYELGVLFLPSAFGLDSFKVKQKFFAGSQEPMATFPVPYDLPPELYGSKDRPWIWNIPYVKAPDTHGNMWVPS
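Recombinant human Tdp1 (E. coli-expressed, 1 nM final) preincubated with compounds 15 min at room temperature, then 5'-biotin/3'-phosphotyrosine-FITC DNA substrate (15 nM final) added for 5 min. AlphaScreen beads (10 ug/ml final) added 10 min; cleavage lowers signal.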
N370S GC = inhibits or activates N370S mutant glucocerebrosidase | P04062 | N370S GC spleen homogenate, 4MU-glucoside fluorescence | Potency, µM (titrated, usually from 59.4 µM), without a hit: top-dose activity change, negative = inhibition, usual class: inhibitors | 330,000 compounds, 0.092% hits | AID 2101;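 also: 0% = full enzyme activity and -100% = no enzyme basal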
* = called active by the depositor; & = joins results of further samples; [ ] = remark or other dose. Calls follow the shape of the dose curve; as a rule, active = well fitted curve in the direction sought with a large enough effect; inconclusive = small, poorly fitted or top-dose-only effect, or another doubt; inactive = no such curve, though single readings can be large; an effect the other way counts as inactive or inconclusive. Unless noted, % is scaled to controls: 0 for no effect and ±100 for the full control effect; potency is read from the fitted curve at half-maximal effect.

Start of the data: the first 15 compounds, to show the layout:
For O=C(NN(C(=O)C1CC1)c1nc2ccccc2s1)C1CC1 the results were FEN1 inh 0%, TDP1 inh -3% and N370S GC -4%.
Cn1cc(NC(=O)Nc2ccc(C(F)(F)F)cc2)c(C(F)(F)F)n1 was read as FEN1 inh -15%, TDP1 inh -1% and N370S GC -1%.
Screening O=C1CCC(C(=O)N(c2ccccc2)C2(C(=O)NC3CCCCC3)CCCCC2)N1 (stereo not given) returned FEN1 inh 4%, TDP1 inh -1% and N370S GC -3%.
`CCCn1c(CCC(=O)O)ccc1-c1ccccc1` gave FEN1 inh 12%, TDP1 inh 6% and N370S GC 9%.
COc1ccc(CCNC(=S)Nc2cc(C)ccc2C)cc1 was read as FEN1 inh -11%, TDP1 inh -8% and N370S GC 5%.
Screening COCCCN(C(=S)Nc1ccc(OC)cc1)C(C)c1ccncc1 (stereo not given) returned FEN1 inh 1%, TDP1 inh -1% and N370S GC 2%.
O=C(OCc1ccc2c(c1)OCO2)c1ccc(S(=O)(=O)N2CCCC2)cc1 was read as FEN1 inh -8%, TDP1 inh -2% and N370S GC 2%.
`Cn1c(COc2ccccc2O)[n+](C)c2ccccc21` gave FEN1 inh -14% and N370S GC -2%.
CC(C)c1nnc(NC(=O)Cc2ccc(Br)cc2)s1 was read as FEN1 inh -14%, TDP1 inh 1% and N370S GC 15%.
Cc1ccc(NC(=O)C2CC3CCC2C3)c(Br)c1 (stereo not given) was read as FEN1 inh -15% and N370S GC 14%.
`C=C(C)c1ccccc1` gave FEN1 inh 21%, TDP1 inh 1%&5% and N370S GC -10%.
`NC(=O)NOCc1cccc(Cl)c1` gave FEN1 inh 0%, TDP1 inh -5% and N370S GC -2%.
For O=C(CCC(=O)Nc1ccccc1Cl)NNC(=O)Nc1cccc([N+](=O)[O-])c1 the results were FEN1 inh -2%, TDP1 inh 1% and N370S GC -10%.
`O=C(Nc1nncs1)C12CC3CC(CC(C3)C1)C2` gave FEN1 inh 0% and N370S GC -6%.
`COCCn1c(SCC(=O)Nc2ccc(OC)cc2)nnc1-c1ccoc1C` gave FEN1 inh 5% and N370S GC -11%.

Main list, from the first entry:
For O=C(NN(C(=O)C1CC1)c1nc2ccccc2s1)C1CC1 the results were FEN1 inh 0%, TDP1 inh -3% and N370S GC -4%.
Cn1cc(NC(=O)Nc2ccc(C(F)(F)F)cc2)c(C(F)(F)F)n1 was read as FEN1 inh -15%, TDP1 inh -1% and N370S GC -1%.
Screening O=C1CCC(C(=O)N(c2ccccc2)C2(C(=O)NC3CCCCC3)CCCCC2)N1 (stereo not given) returned FEN1 inh 4%, TDP1 inh -1% and N370S GC -3%.
`CCCn1c(CCC(=O)O)ccc1-c1ccccc1` gave FEN1 inh 12%, TDP1 inh 6% and N370S GC 9%.
COc1ccc(CCNC(=S)Nc2cc(C)ccc2C)cc1 was read as FEN1 inh -11%, TDP1 inh -8% and N370S GC 5%.
Screening COCCCN(C(=S)Nc1ccc(OC)cc1)C(C)c1ccncc1 (stereo not given) returned FEN1 inh 1%, TDP1 inh -1% and N370S GC 2%.
O=C(OCc1ccc2c(c1)OCO2)c1ccc(S(=O)(=O)N2CCCC2)cc1 was read as FEN1 inh -8%, TDP1 inh -2% and N370S GC 2%.
`Cn1c(COc2ccccc2O)[n+](C)c2ccccc21` gave FEN1 inh -14% and N370S GC -2%.
CC(C)c1nnc(NC(=O)Cc2ccc(Br)cc2)s1 was read as FEN1 inh -14%, TDP1 inh 1% and N370S GC 15%.
Cc1ccc(NC(=O)C2CC3CCC2C3)c(Br)c1 (stereo not given) was read as FEN1 inh -15% and N370S GC 14%.
`C=C(C)c1ccccc1` gave FEN1 inh 21%, TDP1 inh 1%&5% and N370S GC -10%.
`NC(=O)NOCc1cccc(Cl)c1` gave FEN1 inh 0%, TDP1 inh -5% and N370S GC -2%.
For O=C(CCC(=O)Nc1ccccc1Cl)NNC(=O)Nc1cccc([N+](=O)[O-])c1 the results were FEN1 inh -2%, TDP1 inh 1% and N370S GC -10%.
`O=C(Nc1nncs1)C12CC3CC(CC(C3)C1)C2` gave FEN1 inh 0% and N370S GC -6%.
`COCCn1c(SCC(=O)Nc2ccc(OC)cc2)nnc1-c1ccoc1C` gave FEN1 inh 5% and N370S GC -11%.
For CCC(=O)NC(Nc1nc(C)cs1)(C(=O)OC)C(F)(F)F (stereo not given) the results were FEN1 inh -2%, TDP1 inh 0% and N370S GC 5%.
Screening CC(=O)Nc1ccccc1NC(=O)C/C(C)=N/NC(=O)Cc1cccc2ccccc12 returned FEN1 inh 1%, TDP1 inh 2% and N370S GC 5%.
For O=C(Nc1nc(-c2ccccn2)cs1)C1COc2ccccc2O1 (stereo not given) the results were FEN1 inh -16%, TDP1 inh 5% and N370S GC -2%.
`Cc1cc(C)c2sc(N(Cc3cccnc3)C(=O)CCOc3ccccc3)nc2c1` gave FEN1 inh 0% and TDP1 inh 3%.
Screening COc1cccc(C2CC(c3cccc(Br)c3)n3nc(N)nc3N2)c1 (stereo not given) returned FEN1 inh 10%, TDP1 inh 10% and N370S GC -10%.
For CC(=O)c1ccc(N2CCN(C(=O)c3cc(C)on3)CC2)cc1 the results were FEN1 inh 4%, TDP1 inh 5% and N370S GC -8%.
For O=C(Cc1c(F)cccc1Cl)Nc1ncc([N+](=O)[O-])s1 the results were FEN1 inh -5%, TDP1 inh 1% and N370S GC 1%.
Screening CC(C)(C)OC(=O)N[C@@H](Cc1ccccc1)C(=O)N1CCC(C(=O)NCC(=O)O)CC1 returned FEN1 inh 11% and N370S GC 1%.
Screening Cc1ccc(Cn2c(=O)cc(C(=O)O)c3ccccc32)cc1 returned FEN1 inh -4%, TDP1 inh -5% and N370S GC -2%.
CCOC(=O)c1c(C)c(C(=O)OCC)n(C)c1C was read as FEN1 inh 7%, TDP1 inh -3% and N370S GC 2%.
Screening Cc1ccc(-n2ccnc(SCC(=O)NC3CCCC3)c2=O)cc1Cl returned FEN1 inh -5%, TDP1 inh 3% and N370S GC -10%.
`N#Cc1ccsc1NC(=O)CN1CCN(c2ccccc2O)CC1` gave FEN1 inh -5%, TDP1 inh 5% and N370S GC -10%.
Screening CCN(c1ccccc1C)S(=O)(=O)c1nnc(NC(=O)c2ccc(OC)c(OC)c2)s1 returned FEN1 inh 6% and TDP1 inh 1%.
O=C(CCc1nnc(CCCCc2ccccc2)o1)NC1CCCC1 was read as FEN1 inh -21%, TDP1 inh 9% and N370S GC 6%.
CC1=C(C(=O)OCc2ccccc2)C(c2ccccc2Cl)NC(=O)N1CCCCCC(=O)O (stereo not given) was read as FEN1 inh -2% and N370S GC 4%.
`O=C(Cc1c(F)cccc1Cl)NCCc1c[nH]c2ccccc12` gave FEN1 inh -5% and N370S GC 3%.
`COc1ccc(C)cc1S(=O)(=O)N1CCN(C(=O)c2ncoc2-c2ccc(F)cc2)CC1` gave FEN1 inh -2% and N370S GC -1%.
Cc1ccc(C)c(OCc2cc(C(=O)N3CCC(N4CCCC(O)C4)CC3)no2)c1 (stereo not given) was read as FEN1 inh -4%, TDP1 inh 3% and N370S GC -5%.
N#Cc1nc(/C=C/c2ccccc2)oc1NCCCN1CCOCC1 was read as FEN1 inh 6%, TDP1 inh 4% and N370S GC inconclusive.
CCOC(=O)/C=C1\SCC(=O)N1CC(=O)NCc1cccc(Cl)c1 was read as FEN1 inh -5%, TDP1 inh 1% and N370S GC -5%.
CCN(CC)S(=O)(=O)c1cc(NC(=O)COc2ccc(C#N)cc2OC)ccc1C was read as FEN1 inh 16%, TDP1 inh 8% and N370S GC 9%.
Screening N#Cc1ccsc1NC(=O)COC(=O)c1ccc(Br)o1 returned FEN1 inh inconclusive and TDP1 inh -3%.
`CCN(CC)c1nc(OCCNC(=O)Nc2ccccc2)nc(N(CC)CC)n1` gave FEN1 inh -18%, TDP1 inh 6% and N370S GC 27%.
For COc1ccc(-n2c(SCC(=O)Nc3ccc(C(=O)O)cc3)nnc2-c2ccccc2)cc1OC the results were FEN1 inh 18% and N370S GC -6%.
For O=C(CSc1nnc(COc2ccc(F)cc2)o1)N1c2ccccc2CCc2ccccc21 the results were FEN1 inh 7%, TDP1 inh 6% and N370S GC 3%.
Screening CCOC(=O)c1cnn(-c2nc(SC)nc3sc4c(c23)CCC4)c1N returned FEN1 inh -3%, TDP1 inh -4% and N370S GC 6%.
`CSc1nc(N)n2nc(-c3ccc(Cl)cc3)cc2n1` gave FEN1 inh 3% and N370S GC -2%.
For CSc1ccc(C(=O)C2CCCN(C(=O)CCn3cncn3)C2)cc1 (stereo not given) the results were FEN1 inh 2%, TDP1 inh 3%[56.1 µM] and N370S GC -12%.
CCN(CC(=O)Nc1ccc(OC)cc1)C(=O)CSCc1ccc(C)cc1 was read as FEN1 inh -16% and TDP1 inh 0%.
`O=C(/C=C/c1cn(-c2ccccc2)nc1-c1ccc2c(c1)OCCO2)NCCO` gave FEN1 inh -1%, TDP1 inh 5% and N370S GC -4%.
CCn1c(SCC(=O)Nc2ccccc2F)nnc1-c1cnccn1 was read as FEN1 inh 5%, TDP1 inh 1% and N370S GC 1%.
`CCC(=O)N1N=C2CC(C)(C)OCC2C1c1ccccc1` (stereo not given) gave FEN1 inh 3%, TDP1 inh 0% and N370S GC 6%.
CCCNC(=S)NNC(=O)c1cc(C2CC2)nc2ccccc12 was read as FEN1 inh -5%, TDP1 inh 2% and N370S GC -9%.
CC(C)Cn1cc(NC(=O)N2CCN(c3ccccc3F)CC2)c2ccccc2c1=O was read as FEN1 inh -9% and TDP1 inh -3%.
Screening CSCCNC(=O)c1ccc(OC2CCN(S(=O)(=O)N(C)C)CC2)cc1 returned FEN1 inh 2% and N370S GC -8%.
COc1ccc(OC)c(NC(=O)CN2C(=O)NC3(CCCc4ccccc43)C2=O)c1 (stereo not given) was read as FEN1 inh 8% and TDP1 inh 3%.
Cc1ccc(C)c(NC(=S)N/N=C/C(C)c2ccccc2)c1 (stereo not given) was read as FEN1 inh 4%, TDP1 inh 0% and N370S GC -3%.
`O=C(Nc1nccs1)c1cccc(N2C(=O)C3C4C=CC(C4)C3C2=O)c1` (stereo not given) gave FEN1 inh -2%, TDP1 inh 0% and N370S GC 0%.
CC(C)(C)c1cc(/C=C(\C#N)C(N)=S)cc(C(C)(C)C)c1O was read as TDP1 inh 17%[56.1 µM] and N370S GC 12%&-13%&7%.
`Clc1ccccc1Cn1nnc(-c2ccccc2)n1` gave FEN1 inh -2%, TDP1 inh 0% and N370S GC inconclusive.
For Cc1cccc(NCc2ccccc2O)n1 the results were FEN1 inh 4%, TDP1 inh 8% and N370S GC -16%.
For O=C(CNc1ccc2ccccc2c1)N/N=C/C=C/c1cccc([N+](=O)[O-])c1 the results were FEN1 inh -15%, TDP1 inh 3% and N370S GC 8%.
For Cc1c(-n2c(SCC(=O)O)nnc2-c2ccccc2Br)c(=O)n(-c2ccccc2)n1C the results were FEN1 inh -9%, TDP1 inh 1% and N370S GC 7%.
For COc1cc(NC(=O)CCNS(=O)(=O)c2ccc3c(c2)CCC(=O)N3)cc(OC)c1 the results were FEN1 inh 0%, TDP1 inh 5% and N370S GC 17%.
`CC(=O)N[C@H]1C(O[C@@H]2O[C@H](C[C@@H](O)[C@H]3O[C@@H](N4CCC(=O)NC4=O)[C@H](O)[C@@H]3O)[C@H](O)[C@H](O)[C@H]2NC(=O)/C=C/CCCCCCCCCCC(C)C)OC(CO)[C@@H](O)[C@@H]1O` (stereo not given in full) gave TDP1 inh 12% and N370S GC -14%.
`CCOc1ccc(S(=O)(=O)NCc2ccncc2)cc1NC(=O)c1ccccc1F` gave FEN1 inh -2% and N370S GC 5%.
O=C(CC1OC(=O)c2ccccc21)c1ccco1 (stereo not given) was read as FEN1 inh -8%, TDP1 inh -4% and N370S GC 1%.
For OCC1OC(C#Cc2ccccc2)C=CC1OCc1ccccc1 (stereo not given) the results were TDP1 inh 10%[21 µM] and N370S GC -6%[12.8 µM].
O=C(NCc1ccccc1)C1(C(F)(F)F)C/C(=C\CCO)CCCO1 (stereo not given) was read as FEN1 inh 14%&1%, TDP1 inh 7% and N370S GC -6%.
Screening CCN(CC(=O)Nc1c(F)cccc1F)C(=O)c1cn2ccccc2n1 returned FEN1 inh -6% and TDP1 inh 0%.
`O=C(NCCCc1ccccc1)c1nn(-c2ccccc2)nc1CO` gave FEN1 inh -5% and TDP1 inh -12%.
For COc1ccccc1NC(=O)c1ccc2c(c1)N(CC(=O)NC(C)C)C(=O)C(C)(C)O2 the results were FEN1 inh -6%, TDP1 inh 3% and N370S GC -3%.
`Cc1ccc(-n2c(N)c(C#N)c(-c3ccccc3)c(C#N)c2=O)cc1` gave FEN1 inh -1%, TDP1 inh -1% and N370S GC -4%.
`CCOc1ccc(-c2nc(N)ncc2-c2ccccc2)c(O)c1` gave FEN1 inh inconclusive, TDP1 inh 6% and N370S GC -27%.
